ATXN viability – Viability Counterscreen for Primary qHTS for Inhibitors of ATXN expression; S2 cells (HEK-293 line with an ATXN2-luciferase reporter) viability, CellTiter-Fluor protease fluorescence, 24 h; Potency, µM (highest dose often 56.7 µM), hits mostly cytotoxic; 0.49% of 400,000 active; also: potency is read from the fitted curve at half-maximal effect; nearly all actives have a fitted effect of over 40% in size
HT1080 IDH1KD tx – qHTS for induction of synthetic lethality in tumor cells producing 2HG: qHTS for the HT-1080-IDH1KD cell line. HT-1080 IDH1 knockdown viability, ATP luminescence, 48 h. Potency, µM (highest dose often 46.1 µM), for inactives: top-dose activity, negative = toxicity, usual class: cytotoxic. 2% of 360,000 active. AID 686971, 2013;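 also: potency is read from the fitted curve at half-maximal effect; 0% = DMSO wells and -100% = cell-free medium wells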
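Using the IDH1-knockdown HT-1080 line run in the same batch and compound series as the NT line, viability after 48 h at 37 °C was determined by CellTiter-Glo luminescence and expressed as % activity.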
KB-V1 MDR tox – qHTS assay for MDR1-selective chemotherapeutics: Primary screen using the drug-selected MDR subline cells KB-V1 | KB-V1 MDR cells viability, CellTiter-Glo, 72 h | Potency, µM (doses to about 46.1 µM), for inactives: at the highest dose activity change, negative = cytotoxicity, usual class: cytotoxic | 3.4% of 400,000 active; also: potency is read from the fitted curve at half-maximal effect; % is scaled to controls: 0 for no effect and ±100 for the full control effect; nearly all actives have a fitted effect of over 60% in size
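KB-V1 MDR subline cells in DMEM (phenol-red free, 10% FBS) exposed to compounds in qHTS concentration series for 72 h at 37 degrees C. Viability read by CellTiter-Glo luminescence; concentration-effect curves fitted after normalization and correction.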
HT1080NT lethal – qHTS for induction of synthetic lethality in tumor cells producing 2HG: qHTS for the HT-1080-NT fibrosarcoma cell line. HT-1080-NT fibrosarcoma viability, CellTiter-Glo ATP luminescence, 48 h. Potency, µM (doses to about 46.1 µM), without a hit: at the highest dose activity, negative = less viability, usual class: cytotoxic. 1.6% of 360,000 active;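 also: NT is the 2HG producing partner of a matched IDH1 knockdown line; potency is read from the fitted curve at half-maximal effect; 0% = DMSO-treated cells and -100% = media-only wells without cells; nearly all actives have a fitted effect of over 55% in size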
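A 48-hour cytotoxicity screen used HT-1080-NT cells plated 2 hours before compound delivery. ATP-based CellTiter-Glo luminescence measured viability, normalized to DMSO and no-cell controls.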
MCF10A rerep – A quantitative high throughput screen for small molecules that induce DNA re-replication in MCF 10a normal breast cells. Potency, µM (titrated, usually from 46.1 µM), inactives show at the highest dose activity, positive = re-replication, usual class: activators. MCF 10A DNA re-replication, Hoechst nuclear intensity, 48 h. AID 624296, 2012. 2.9% of 350,000 active; also: potency is read from the fitted curve at half-maximal effect; % of control where 0% means no effect; nearly all actives have a fitted effect of over 50% in size
KB-3-1 cytotox – qHTS assay for MDR1-selective chemotherapeutics: Primary screen using the parental adenocarcinoma cell KB-3-1. KB-3-1 viability, CellTiter-Glo ATP luminescence, 72 h. Potency, µM (doses to about 46.1 µM), without a hit: top-dose activity change, negative = cytotoxic, hits mostly cytotoxic. 1.4% of 400,000 active. AID 1347075, 2019; also: potency is read from the fitted curve at half-maximal effect; % is scaled to controls: 0 for no effect and ±100 for the full control effect; nearly all actives have a fitted effect of over 60% in size
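Here the drug-naive KB-3-1 line serves as comparator for MDR sub-line selectivity; cells received compound titrations, 72 h at 37 °C, then CellTiter-Glo readout.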
IL-1B inflam inh – qHTS for Inhibitors of Inflammasome Signaling: IL-1-beta AlphaLISA Primary Screen | THP-1 LPS/ATP IL-1B secretion, AlphaLISA, 16 h; stronger effect = lower value | activity change, % at 57.5 µM | 4.7% of 360,000 active | AID 743279, 2014; in the data active = activity change below about -50%; inconclusive = mostly about -30% to -49%; also: % is scaled to controls: 0 for no effect and ±100 for the full control effect
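Secreted IL-1B measured by AlphaLISA bead assay after 16 h compound exposure of THP-1 cells; compounds (final up to 57.5 uM) added 1 h before LPS (250 ng/mL) and ATP (1.25 mM) stimulation; lower signal means less secretion.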
SW480 rereplic – A quantitative high throughput screen for small molecules that induce DNA re-replication in SW480 colon adenocarcinoma cells; SW480 DNA re-replication, Hoechst DNA content imaging, 48 h; Potency, µM (titrated, usually from 46.1 µM), for inactives: at the top dose re-replication activation, most hits filed as activators; 1.8% of 340,000 active; also: potency is read from the fitted curve at half-maximal effect; % of control where 0% means no effect; nearly all actives have a fitted effect of over 55% in size
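Quantitative HTS format with DMSO vehicle controls; 48 hr drug incubation at 37 C, then 40 min Hoechst staining and scanning imager measurement at 405 nm excitation.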
ATXN2 expr inh – Primary qHTS for Inhibitors of ATXN expression; Potency, µM (top dose mostly 57 µM), for inactives: top-dose activity change, negative = inhibition, most hits filed as inhibitors; HEK-293 ATXN2-luciferase reporter, luminescence, 24 h; 0.72% of 360,000 active; AID 1745845, 2022; also: potency is read from the fitted curve at half-maximal effect; % is scaled to controls: 0 for no effect and ±100 for the full control effect; nearly all actives have a fitted effect of over 55% in size
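qHTS (up to 57 uM final) was run with 24 h compound exposure of reporter cells at 37 °C. Each well was multiplexed: SteadyGlo luminescence measured ATXN2-luciferase expression after a fluorogenic Gly-Phe-AFC viability readout (25 uM final).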
* hit, by the source's call; i = inactive; ? = inconclusive; . = no result given; [ ] = remark or other dose. Unless noted, calls follow the shape of the dose curve; as a rule, active = well fitted curve in the direction sought with a large enough effect; inconclusive = small, poorly fitted or top-dose-only effect, or another doubt; inactive = no such curve, though single readings can be large; an effect the other way counts as inactive or inconclusive.

SMILES	ATXN viability	HT1080 IDH1KD tx	KB-V1 MDR tox	HT1080NT lethal	MCF10A rerep	KB-3-1 cytotox	IL-1B inflam inh	SW480 rereplic	ATXN2 expr inh
CCCCCCSc1cccc(-c2nc3cc(C)ccn3c2NC2CCCCC2)c1	i	-3%	?	0%	?	-12%	-74*	?	?
Cc1ccc(C(=O)OCC(=O)c2ccc(Br)cc2)cc1S(=O)(=O)N1CCOCC1	?	-2%	0%	-2%	1%	-5%	17	-1%	.
C[C@@H](C(=O)Nc1ccccc1N1CCOCC1)N1C(=O)C2CCCCC2C1=O (some centres not stated)	i	0%	-12%	2%	2%	-6%	-8	-7%	7%
CC(C)NS(=O)(=O)c1ccc(CCC(=O)NCc2ccncc2)cc1	i	-7%	-3%	3%	-1%	-16%	14	-15%	0%
Cc1cc(NC(=O)CCC(=O)N(CC(=O)NCC2CCCO2)c2cccc(C)c2C)no1 (configuration not stated)	i	13%	3%	13%	?	9%	0	0%	-12%
CCCCCn1c(CN2CCN(C)CC2)nc2c1c(=O)n(C)c(=O)n2C	i	6%	-9%	-8%	-2%	15%	-10	-14%	-13%
COc1cc(OC)cc(-c2c(C#Cc3ccsc3)c3cc(-c4ccc(N(C)C)nc4)ccc3n2C)c1	i	1%	0%	12%	?	-4%	14	-5%	4%
Cc1cc(O)ccc1N/C=C(\C#N)c1nc2ccccc2o1	i	-8%	-12%	1%	18µM*	4%	3	?	-9%
Cc1ccc(S(=O)(=O)N2CCC(C(=O)Nc3ccc4c(c3)COC4=O)CC2)cc1	i	-15%	9%	-16%	-12%	-4%	-5	-2%	5%
CCOc1ccccc1NC(=O)Cn1c(=O)n(Cc2ccc(C(=O)NCCCOC)cc2)c(=O)c2ccccc21	i	.	0%	.	.	0%	.	.	-18%
COc1ccc(S(=O)(=O)N2CCCC(C(=O)NCc3cccnc3)C2)cc1 (configuration not stated)	i	-8%	?	10%	?	2%	4	-8%	1%
O=C(NC1CCCCC1)c1ccc(CNc2ccccc2)o1	i	-8%	-14%	2%	16%	-2%	-29	-14%	7%
CCC1c2ccc(C)n2CCN1C(=O)Nc1ccc(F)cc1 (configuration not stated)	i	-3%	-7%	-6%	2%	-8%	-5	-1%	3%
CC1CN(CC(=O)NCc2ccccc2)CC(C)O1 (configuration not stated)	i	2%	8%	-1%	-2%	13%	13	-3%	1%
O=C(CN(Cc1ccc2c(c1)OCO2)C(=O)CNC(=O)c1ccco1)NC1CCCCC1	i	6%	5%	3%	-4%	0%	-15	-1%	-12%
CCCNC(=O)C1CCN(S(=O)(=O)c2ccc3c(c2)CCCN3C(C)=O)CC1	i	.	-7%	.	.	-14%	.	.	2%
CCOc1ccc(/C=N/OCC(=O)Nc2cc(C)on2)cc1	i	10%	3%	6%	8%	24%	34	11%	-18%
N#Cc1c(Cl)cccc1-n1ccnc1	i	-6%	-23%	-2%[9.24 µM]	10%	-7%	-1	-4%	-18%
CC(C)(C)c1ccc(NC(=O)CCNC(=O)c2ccco2)cc1	i	4%	9%	1%	-15%	5%	7	-1%	29%
COc1ccc(-n2nnnc2SCC(=O)NCCc2ccccc2)cc1OC	i	-5%	-8%	0%	-11%	?	?	-2%	-27%
COc1cccc(C(=O)N2CCN(S(=O)(=O)Cc3ccccc3)CC2)c1	i	18%	?	-5%	1%	-6%	15	11%	-10%
COc1cccc(CNn2c(-c3cccc(C)c3)nc3ccccc3c2=O)c1O	i	-4%	0%	-4%	-3%	-3%	-23	1%	-5%
OCCNc1ncnc2ccc(Br)cc12	i	-15%	14%	-10%	-1%	2%	23	-15%	1%
COc1ccc2nc(SCC(=O)Nc3c(C)cccc3C)[nH]c2c1	?	-5%	-21%	-3%	-5%	6%	-2	-3%[9.22 µM]	7%
Cc1cc(C(=O)OCC(=O)N2CCOCC2)c(C)n1-c1ccccc1	i	-1%	3%	-11%	2%	-15%	1	2%	33%[activator]
Next structures.
SMILES	ATXN viability	HT1080 IDH1KD tx	KB-V1 MDR tox	HT1080NT lethal	MCF10A rerep	KB-3-1 cytotox	IL-1B inflam inh	SW480 rereplic	ATXN2 expr inh
Cc1c(Cl)cccc1NC(=O)CNC(=O)Cc1n[nH]c(=O)c2ccccc12	i	-9%	13%	-8%	-1%	-2%	26	-2%	-6%
CCOC(=O)C1=C(C)NC(=O)NC1c1ccsc1 (configuration not stated)	i	11%	6%	15%	-2%	13%	6	-3%[9.22 µM]	0%
CSCCC(NC(=O)c1ccc(Cl)cc1Cl)C(=O)OCC(N)=O (configuration not stated)	i	-1%	?	29%	9%	0%	-5	-64%[inhibitor]	1%
COC(=O)c1ccc(N2CCN(c3ccccc3)CC2)c(NC(=O)C2CC2)c1	i	-5%	?	-1%	-3%	3%	44	-2%	1%
N#C/C(C(N)=O)=C1/SC(Cc2ccc(F)cc2)C(=O)N1c1ccccc1 (configuration not stated)	i	8%	4%	15%	-2%	-1%	0	-2%	0%
CC(=O)c1c(C)[nH]c(C(=O)Nc2nc(-c3ccccc3)c(C)s2)c1C	?	22%	-11%	27%	22%	-18%	-3	2%	8%
Cc1ccc(OCCN(C)C(=O)C2CCC(=O)N(CCCN3CCOCC3)C2)cc1 (configuration not stated)	i	-1%	-21%	1%	?	-19%	4	-2%	-5%
Cc1sc2ncnc(SCC(=O)NC(C)C(C)C)c2c1C (configuration not stated)	i	2%	-17%	7%	18%	0%	-10	24%	.
C/C(N)=C(/C#N)C(=O)COC(=O)c1ccc(NC(N)=O)cc1	i	?	16%	-2%	1%	-19%	48	7%	3%
O=C(Cc1ccccc1)Nc1ccc2c(c1)OC1(CCCC1)O2	i	2%	?	7%	13%	-13%	0	-3%	82%[activator]
Cc1ccc(-n2nnnc2Sc2nc([N+](=O)[O-])nn2C)cc1	i	?	0%	?	?	0%	-57*	16µM*	-7%
CCOc1cccc(C(=O)Nc2ccc3oc(-c4ccc(C(C)(C)C)cc4)nc3c2)c1	?	.	0%	.	.	?	.	.	7%
Cc1ccsc1C(=O)NCc1ccc(Cl)cc1	i	1%	-14%	2%	?	4%	-9	-83%[inhibitor]	19%
CCN(C(=O)Nc1ccccc1)c1ccccc1	i	0%	-22%	-3%	?	9%	0	-402%[inhibitor]	6%
CNS(=O)(=O)c1cccc(C(=O)OCC(=O)N2CCN(C(=O)c3ccco3)CC2)c1	i	-5%	-14%	-4%	-3%	3%	23	-8%	-6%
CCCCN(C=O)c1c(CC)nc2c(OCc3ccccc3C(=O)OC)cccn12	i	-11%	?	-26%	.	3%	0	.	-25%
COc1ccc(OC)c(N2C(=O)CC(Cc3ccc(C)cc3)C2=O)c1 (configuration not stated)	i	-20%	12%	-2%	-2%[9.22 µM]	8%	21	1%	4%
COc1ccc2cc(C(C)C(=O)O)ccc2c1 (configuration not stated)	i	-22%	9%	?	-3%	0%	19	-55%[inhibitor]	-12%
COc1ccc(NC(=O)c2cccc(-c3ccc(O)cc3)c2)cn1	?	2.1µM*	-20%	?	?	?	-74*	?	-7%
COc1ccc(-c2[nH]ncc2CNC(C)CCn2cccn2)c(F)c1 (configuration not stated)	i	12%	24%	16%	-4%	-3%	-2	-1%	3%
CC(C)(C)c1nc(Sc2ncccc2[N+](=O)[O-])n[nH]1	i	3%	27%	3%	-2%	?	-14	0%	0%
O=C(NN1CCOCC1)c1ccccc1F	i	3%	0%	16%	-11%	-1%	-8	-5%	16%
CCc1nc2ccc(C(=O)Nc3cccc(OCC(=O)N(C)C)c3)cn2c1N(C)C(=O)c1cccc(OC)c1	i	11%	5%	27%	.	0%	18	.	2%
N#CCCN1CCN(C2=NC(=O)C(=C3CCCCC3)S2)CC1	i	3%	-3%	-1%	0%	8%	-14	-13%	26%
CCCCn1c(N)c(N(CCOC)C(=O)CSc2n[nH]c(-c3ccc(C)cc3)n2)c(=O)[nH]c1=O	i	-10%	-2%	3%	0%	0%	0	-4%	-1%

3 compounds already listed, ordered by the value under IL-1B inflam inh, ascending:
SMILES | IL-1B inflam inh | SW480 rereplic
N#CCCN1CCN(C2=NC(=O)C(=C3CCCCC3)S2)CC1 | -14 | -13%
CCC1c2ccc(C)n2CCN1C(=O)Nc1ccc(F)cc1 (configuration not stated) | -5 | -1%
COC(=O)c1ccc(N2CCN(c3ccccc3)CC2)c(NC(=O)C2CC2)c1 | 44 | -2%

Later entries:
SMILES	ATXN viability	HT1080 IDH1KD tx	KB-V1 MDR tox	HT1080NT lethal	MCF10A rerep	KB-3-1 cytotox	IL-1B inflam inh	SW480 rereplic	ATXN2 expr inh
O=C(COC(=O)c1ccccc1-c1nc2ccccc2s1)Nc1ccccc1C(F)(F)F	i	15%	-4%	18%	13%	17%	17	-4%	14%[11.3 µM]
CC(=O)Nc1ccc(-c2ccnc3c2CC(C(=O)Nc2cccc(C(C)=O)c2)O3)cc1 (configuration not stated)	i	0%	13%	-11%	.	0%	-27	.	3%
COc1ccc(OC)c(CCNC(=O)c2sc3nc4n(c(=O)c3c2C)CCC4)c1	i	15%	0%	3%	?	?	-27	0%	13%
Oc1cncc(-c2cccnc2)c1	i	4%	-5%	0%	4%	19%	34	-3%	2%
COC(=O)[C@@H](NC(=O)Nc1cc(Cl)ccc1C)C(C)C	i	-4%	-25%	-2%	-3%	-9%	-14	-10%	2%
CC1CCCN(CC(O)COCc2ccccc2)C1 (configuration not stated)	i	8%	7%	4%	-1%	-8%	10	-2%	5%
OC(COCC1CC=CCC1)Cn1cnc2ccccc21 (configuration not stated)	i	-2%	0%	-2%	21%	-21%	7	4%	0%
CSc1cccc(NC(=O)NNC(=O)C2CCN(S(=O)(=O)N(C)C)CC2)c1	i	2%	?	18%	0%	3%	12	13%	-4%

Screening results as filed in PubChem BioAssay.
